# Growth percent in the NCI-60 one-dose screen (48 h, 10 µM unless noted): 100 = growth as untreated, 0 = no growth, -100 = all killed.
# MOLT-4: MOLT-4 leukemia cells; actives 6.9% (n = 80,000)
# SR: SR leukemia cells; actives 8.7% (n = 73,000)
# HOP-92: HOP-92 NSCLC cells. actives 6.3% (n = 71,000). AID 1794738
# HOP-62: HOP-62 NSCLC; actives 3.9% (n = 80,000); AID 1794735
# CCRF-CEM: CCRF-CEM leukemia; actives 7% (n = 77,000)
# K-562: K-562 leukemia; actives 7.4% (n = 78,000); AID 1794777
# EKVX: EKVX NSCLC; actives 3% (n = 71,000); AID 1794765
# RPMI-8226: RPMI-8226 leukemia cells; actives 7.5% (n = 77,000)
# Starred values were filed as active, the others as inactive; . = not tested or not shown; & = joins results of further samples; [ ] = dose if it differs, or a comment. Rule for the calls: active = growth percent below 10; inactive = the rest.
SMILES,MOLT-4,SR,HOP-92,HOP-62,CCRF-CEM,K-562,EKVX,RPMI-8226
Fc1ccccc1C1CC(c2ccccc2Cl)=NN1c1ccc(-c2ccccc2)nn1 (stereo unspecified),81,81,79,89,93,89,90,86
O=c1[nH][n+](-c2ncn[nH]2)no1,111,.,106,100,102,101,104,108
COc1ccc(-c2nc(-c3nc4cc(C)c(C)cc4[nH]3)cc3c2[nH]c2ccccc23)cc1,13,-44*,52,58,-7.9*,11,.,-26*
CC1C(=O)C=CN2CC(c3ccc(F)cc3)=CCC12 (stereo unspecified),90,83,81,90,97,84,68,93
Nc1cc2[nH]c(=O)c3ccccc3c2cc1Br,87,62,58,69,81,95,45,77
Cc1cc(C)cc(NCCC#N)c1,91,107,.,115,97,102,103,106
O=[N+]([O-])c1cc(F)cc(F)c1Nc1ccc(F)cc1,91,95,82,104,92,115,115,97
CCOC(=O)c1ccc(O)c(OC)c1,103,98,.,96,108,102,111,113
CCCCCCN(CCCCCC)CC(O)c1ccc2c3c(cccc13)CC2 (stereo unspecified),53,22,.,85,.,46,72,28
CCNC(=O)c1onc(-c2ccccc2)c1-c1cc(OC)c2c(c1OC)OCO2,103,105,113,107,.,109,97,107
COc1ccccc1NC(=O)C1CCC(=C2C(=O)OC(C)(C)OC2=O)N1C (stereo unspecified),98,.,103,101,91,97,108,.
CCCCCCN(N=O)c1nc2c(c(=O)n(C)c(=O)n2C)n1C,99,99,93,75,101,111,92,91
OCCSCCCCCCSCCO,97,76,95,92,93,106,.,.
Cc1ccncc1C(=O)O,122,120,88,113,140,116,97,108
COc1ccc([C@@H]2c3[nH]c4ccccc4c3C[C@@H]3C(=O)N(C4CCN(Cc5c(Cl)cccc5Cl)CC4)CC(=O)N23)c(OC)c1,103[6.25 µM],97[6.25 µM],88[6.25 µM],98[6.25 µM],97[6.25 µM],93[6.25 µM],88[6.25 µM],91[6.25 µM]
Cn1cccc1-c1cc(-c2ccccc2F)c(C#N)c(=O)[nH]1,112,100,70,92,98,109,88,101
ON=C(Cc1ccccc1)Cc1ccccc1,88,87,96,103,97,98,101,101
C=CCn1c(=O)c2cnc(Nc3ccc(N4CCN(C)CC4)cc3)nc2n1-c1cccc(C(C)(C)O)n1,3.8*,4.6*,49,2.6*,8.0*,1.5*,22,10
COc1ccc(NCc2cccn2Cc2ccccc2)cc1,99,93,96,102,95,96,94,97
Cc1nc2sc(C(=O)Nc3ccc(Br)cc3)c(N)c2cc1C(O)c1ccccc1 (stereo unspecified),26,15,77,68,43,12,55,55
C=CCn1c(SCC(=O)Nc2ccc(C(=O)/C=C/c3ccc(Cl)cc3)cc2)nnc1-c1ccc(Br)cc1,63,71,87,104,80,61,101,-28*
COc1ccc(/C=C2/SC(=Nc3c(C)nn(-c4ccccc4)c3N)NC2=O)cc1,52,15,54,53,33,15,69,.
COc1cc(NC(=O)COc2cc(O)c3c(=O)cc(-c4ccccc4)oc3c2)cc(OC)c1,84,.,91,94,100,96,105,102
CCCCC[n+]1ccc(SCC(=O)N(C)c2ccc(OC)cc2)c2ccccc21,102,108,99,112,96,82,94,.
O=S(=O)(NCCCNc1nccc(-c2c(-c3ccc(F)cc3)nc3sccn23)n1)c1ccc(F)cc1,23,.,.,74,17,13,.,32

# Record cards, as listed above:
# Shown for `C=CCn1c(SCC(=O)Nc2ccc(C(=O)/C=C/c3ccc(Cl)cc3)cc2)nnc1-c1ccc(Br)cc1` : MOLT-4 = 63; SR = 71; HOP-92 = 87; HOP-62 = 104; CCRF-CEM = 80; K-562 = 61; EKVX = 101; RPMI-8226 = -28*
# Shown for `ON=C(Cc1ccccc1)Cc1ccccc1` : MOLT-4 = 88; SR = 87; HOP-92 = 96; HOP-62 = 103; CCRF-CEM = 97; K-562 = 98; EKVX = 101; RPMI-8226 = 101
# Shown for `CCCCCCN(N=O)c1nc2c(c(=O)n(C)c(=O)n2C)n1C` : MOLT-4 = 99; SR = 99; HOP-92 = 93; HOP-62 = 75; CCRF-CEM = 101; K-562 = 111; EKVX = 92; RPMI-8226 = 91

# (continued)
SMILES,MOLT-4,SR,HOP-92,HOP-62,CCRF-CEM,K-562,EKVX,RPMI-8226
COc1ccc(S(=O)(=O)N2CCN(c3oc(-c4ccc(C)cc4)nc3C#N)CC2)cc1,87,80,118,115,106,.,98,94
O=C(COc1ccc(-c2nc3ccc([N+](=O)[O-])cc3[nH]2)cc1)N=Nc1c(O)[nH]c2ccccc12,99,86,104,112,99,91,102,108
CCC1(c2ccccc2)C(=O)Nc2ccc(OC)cc21 (stereo unspecified),94,96,108,110,100,88,110,104
COc1cc(-c2cc(/C=C3\CCc4ccccc4C3=O)[nH]n2)cc(OC)c1OC,47,30,50,80,57,51,.,39
Nc1cccc(C(=O)C2=Cc3cc4ccccc4n3Cc3cnnn32)c1,81,.,55,71,104,53,82,99
COc1cc(-c2cc(-c3cccc(OCC(=O)O)c3)[nH]c(=O)c2C#N)cc(OC)c1OC,86,84,85,99,94,90,92,99
COc1ccccc1N=Nc1c(S(=O)(=O)O)cc2cc(NC(=O)Nc3ccc4c(O)c(N=Nc5c(N)ccc6cc(S(=O)(=O)O)ccc56)c(S(=O)(=O)O)cc4c3)ccc2c1O,104,98,110,122,98,105,112,109
Cc1ccc(C(=O)N2CCn3c(nnc3C(F)(F)F)C2)cc1,90,93,153,107,100,98,93,101
COC(=O)CC1CC1C1Cc2c(nc(N(C)S(C)(=O)=O)nc2C(C)C)-c2ccc(F)cc21 (stereo unspecified),39,.,84,109,62,34,87,46
Cc1ncsc1-c1ccc(CNC(=O)[C@@H]2C[C@@H](O)CN2C(=O)[C@@H](NC(=O)C2(F)CC2)C(C)(C)C)c(OCCOCCOCCOCCOc2nc(Nc3cc(S(C)(=O)=O)ccc3N[C@@H](c3cccc4c3OC(F)(F)O4)c3ncccc3Cl)nc(N3CCNCC3)n2)c1,-5.5*,26,.,91,-9.4*,23,81,14
COc1ccc(N=Nc2cc(OC)c(N)cc2OC)cc1,100,87,79,90,87,98,96,95
NS(=O)(=O)c1ccc(C(=O)N/N=C/c2cn(S(=O)(=O)c3ccccc3)c3ccccc23)cc1,91,93,79,92,96,93,94,93
CN(C)c1ccc(/C=C2\Oc3cc(O)ccc3C2=O)cc1,106,56,96,98,93,80,94,103
O=C(c1ccccc1)c1c(/C=C/c2ccccc2)nc2ccccc2c1/C=C/c1ccc(Cl)cc1,100,.,92,98,97,105,96,97
COc1ccc(NC2=CC(=O)C(C)=C(C)C2=O)cc1OC,46,65,137,113,28,86,80,74
C=C(C)[C@@H]1CC[C@]2(C(N)=O)CC[C@]3(C)[C@H](CC[C@@H]4[C@@]5(C)C/C(=C/c6ccccn6)C(=O)C(C)(C)[C@@H]5CC[C@]43C)[C@@H]12,15,28,78,87,19,27,54,18
COc1ccc(-c2nn(-c3ccc(S(C)(=O)=O)cc3)cc2/C=N/O)cc1,103,107,99,109,100,107,104,102
Cn1ncc2c(Sc3ccc(Cl)cc3)ncnc21,96,54,26,111,95,78,90,49
COc1ccc(C(=O)C[n+]2cccc3cc[nH]c32)cc1OC,103,113,100,97,100,103,95,101
O=C(Nc1ccc(Cl)c(C(F)(F)F)c1)Nc1ccc2c(ccn2C(=O)c2cccc(F)c2)c1,11,27,5.7*,54,16,11,30,-6.6*
COc1ccc(Cn2cc3c(c2-c2ccccc2)CCc2c(CN4CCCC4)noc2-3)cc1,73,71,53,82,67,24,74,58
O=C(O)CCCNC(=O)c1nc(-c2ccccc2)n(-c2ccccc2)n1,93,93,.,.,.,107,96,.
CC1CCC(C(O)(C(=O)c2ccccc2)c2ccccc2)C(=O)C1 (stereo unspecified),89,85,87,113,96,91,.,89
COC(=N)CCCCC(=N)OC,112,115,101,113,95,124,.,97
CCN(CC)c1cc(C)c2cc(NC(=O)c3cccc(OC)c3)ccc2n1,33,44,29,107,25,13,.,7.5*

# 2 of the compounds above, as labelled records:
> Cc1ccc(C(=O)N2CCn3c(nnc3C(F)(F)F)C2)cc1
  MOLT-4: 90
  SR: 93
  HOP-92: 153
  HOP-62: 107
  CCRF-CEM: 100
  K-562: 98
  EKVX: 93
  RPMI-8226: 101

> COc1cc(-c2cc(/C=C3\CCc4ccccc4C3=O)[nH]n2)cc(OC)c1OC
  MOLT-4: 47
  SR: 30
  HOP-92: 50
  HOP-62: 80
  CCRF-CEM: 57
  K-562: 51
  EKVX: .
  RPMI-8226: 39

# Limited to HOP-92, HOP-62 and SR, for some of the entries so far:
canonical_smiles	HOP-92	HOP-62	SR
Cn1ncc2c(Sc3ccc(Cl)cc3)ncnc21	26	111	54
COc1ccc(C(=O)C[n+]2cccc3cc[nH]c32)cc1OC	100	97	113
O=C(Nc1ccc(Cl)c(C(F)(F)F)c1)Nc1ccc2c(ccn2C(=O)c2cccc(F)c2)c1	5.7*	54	27
COc1ccc(Cn2cc3c(c2-c2ccccc2)CCc2c(CN4CCCC4)noc2-3)cc1	53	82	71
O=C(O)CCCNC(=O)c1nc(-c2ccccc2)n(-c2ccccc2)n1	.	.	93
CC1CCC(C(O)(C(=O)c2ccccc2)c2ccccc2)C(=O)C1 (stereo unspecified)	87	113	85

# By substructure, the entries above containing a nitro group on carbon (2)
SMILES,MOLT-4,SR,HOP-92,HOP-62,CCRF-CEM,K-562,EKVX,RPMI-8226
O=[N+]([O-])c1cc(F)cc(F)c1Nc1ccc(F)cc1,91,95,82,104,92,115,115,97
O=C(COc1ccc(-c2nc3ccc([N+](=O)[O-])cc3[nH]2)cc1)N=Nc1c(O)[nH]c2ccccc12,99,86,104,112,99,91,102,108

# (listing goes on)
SMILES,MOLT-4,SR,HOP-92,HOP-62,CCRF-CEM,K-562,EKVX,RPMI-8226
O=C(NO)c1ccc(Cn2c(=O)n(CCc3ccccc3)c(=O)c3ccccc32)cc1,3.9*,20,67,31,4.6*,35,39,26
O=c1cc(O)nc(-c2ccccc2)[nH]1,112,99,102,95,91,100,94,101
N#Cc1c(NC(=O)CN(Cc2ccccc2)Cc2ccccc2)sc2c1CCCC2,85,124,83,107,91,79,90,95
O=C(CSc1nnc(-c2cc(-c3ccc(Cl)cc3)nc3ccccc23)o1)c1ccccc1,90,97,105,100,99,99,94,109
CCN(CC)S(=O)(=O)c1ccc(-c2nc(C(Cl)Cl)nc3cc(-c4ccccc4)nn23)cc1,85,102,93,95,101,78,99,101
COc1ccc(C(=O)C[n+]2cccc3ccccc32)cc1,100&100,97&107,99&85,86&97,108&99,109&89,104&94,100&103
Clc1nc2ccccc2nc1CI,20,9.0*,91,105,-4.6*,21,.,78
CC(=O)Nc1ccc(S(=O)(=O)N/N=C(\C)CCC(=O)O)cc1,93,100,75,92,62,99,101,99
C=C(C)[C@@H]1CC[C@]2(C(=O)n3ccnc3)CC[C@]3(C)[C@H](CC[C@@H]4[C@@](C)(CCC(=O)O)[C@H](C(=C)C)CC[C@]43C)[C@@H]12,81,88,91,95,99,59,92,89
COc1cc(-c2ccc3c(=O)n(C)c(SC)nc3n2)cc(OC)c1OC,72,78,84,95,79,76,107,95
COc1ccc(CN2C(=O)N(c3cccnc3Cl)S(=O)(=O)c3ccccc32)cc1F,104,.,105,98,100,100,99,101
Oc1ccc2ccccc2c1Cl,103,103,109,107,105,107,111,116
CCCCNC(=S)NS(=O)(=O)c1ccc(CCN2C(=O)/C(=C/c3ccc(Cl)cc3)N=C2C)cc1,87,104,78,84,90,79,79,85
C/C(=C(\c1ccc(O)cc1)c1ccc(OCCN2CCCCCC2)cc1)c1ccc(Cl)cc1,-22*,-25*,-87*,-83*,3.6*,5.9*,-81*,-2.7*
C=C(CNCCc1ccc(O)cc1)[C@@H]1CC[C@]2(CO)CC[C@]3(C)[C@H](CC[C@@H]4[C@@]5(C)CCC(N)C(C)(C)[C@@H]5CC[C@]43C)[C@@H]12 (stereo partly specified),-32*,-44*,-79*,-75*,-27*,-51*,-63*,-46*
C=C(c1ccc(C(=O)O)c(F)c1)c1cc2c(cc1C)C(C)(C)C=CC2(C)C,87,92,62,70,85,74,70,26
CS(=O)(=O)N(c1ccccc1[N+](=O)[O-])S(C)(=O)=O,109,.,.,97,.,117,.,107
CC(=O)NS(=O)(=O)c1ccc(NC(=O)CSC2=NC(c3ccccc3)C(C(C)=O)=C(C)N2)cc1 (stereo unspecified),109,101,134,103,95,104,104,96
Clc1ccc(SCSc2nc3ccccc3s2)cc1,101,98,90,107,98,102,100,96
COc1ccc(-c2nc3ccc(-c4nnc(SCC(=O)Nc5cc(OC)c(OC)c(OC)c5)o4)cc3[nH]2)cc1,73,93,96,100,63,70,104,53
